Screens as filed in PubChem BioAssay.
DNMT1 inh: blocks human DNA methyltransferase DNMT1. inhibition (reported as % activation of signal), % at 10 µM. P26358. 360,000 compounds, 0.83% hits. DNMT1 molecular beacon, Hinp1I cleavage, fluorescence; in the data active = inhibition above about 50%
STEP inh: STEP (human) phosphatase inhibition. inhibition, % at 20 µM. 360,000 compounds, 0.25% hits. recombinant STEP, OMFP fluorogenic substrate, fluorescence. P54829;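 active = inhibition at 20 µM, scaled per plate between control wells, above about 37%, limit read from the data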;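 note: 0% = DMSO with enzyme and substrate and 100% = substrate only without enzyme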
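Assay system: isolated STEP enzyme. Buffer or medium: pH 6.0 Bis-Tris with DTT and Tween 20. Also added: fluorogenic phosphatase substrate OMFP at 25 µM final. Dosing: 20 µM, 1% DMSO. Timing: 20 min reaction, room temperature, in the dark. Measured by: fluorescence intensity, excitation 480 nm, emission 540 nm. Evaluation: normalized % inhibition.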
SKN-1 block: blocks SKN-1 activity in C. elegans; C. elegans VP596 Pgst-4::GFP/RFP ratio, acrylamide-induced, 24 h; 360,000 compounds, 0.49% hits; inhibition, % at 21.8 µM;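 active = interference check ratio from 0.5 to 1.5 plus GFP to RFP signal ratio inhibition reaching or exceeding a fixed threshold, cut at about 30% in these data, passing the limit was not always enough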; note: some compounds called inactive have numbers as strong as hits
SUMO1 PPI mod: alters human SUMO1 binding to SIM partners. SUMO1 binding to a labelled peptide, TR-FRET, 1 h. P63165. 360,000 compounds, 0.33% hits. inhibition, % at 20 µM. AID 602429; in the data active = inhibition above about 37%
Target sequence (P63165 whole entry, looked up): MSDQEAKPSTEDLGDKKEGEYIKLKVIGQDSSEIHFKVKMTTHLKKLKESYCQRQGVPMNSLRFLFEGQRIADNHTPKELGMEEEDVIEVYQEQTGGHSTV
CendR NRP1 mod: NRP-1/CendR interaction modulation; O14786; FAM-RPARPAR peptide binding to NRP-1, fluorescence polarization; inhibition, % at 25 µM; 360,000 compounds, 0.85% hits;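 active = inhibition or corrected inhibition above about 18%, plus a signal ratio from 0.5 to 1.5, limit read from the data, passing the limit was not always enough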; note: strong numbers were not always called active
NadD inh: NadD (S. aureus) enzyme inhibition; AID 602399; purified NadD enzyme, colorimetric absorbance read-out; 360,000 compounds, 0.78% hits; inhibition, % at 20 µM; in the data active = inhibition above about 26%; note: some compounds past the cut are filed as inactive
LMPTP block: blocks human LMPTP phosphatase; 360,000 compounds, 0.22% hits; P24666; recombinant LMPTP-A, OMFP fluorogenic substrate, fluorescence intensity; inhibition, % at 20 µM; AID 651560;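 active = compounds that cut the enzyme signal by at least half of the control window in the single-dose screen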;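 note: plate controls were DMSO wells with enzyme plus substrate for no effect and substrate without enzyme for full effect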
Target sequence (P24666 whole entry, looked up): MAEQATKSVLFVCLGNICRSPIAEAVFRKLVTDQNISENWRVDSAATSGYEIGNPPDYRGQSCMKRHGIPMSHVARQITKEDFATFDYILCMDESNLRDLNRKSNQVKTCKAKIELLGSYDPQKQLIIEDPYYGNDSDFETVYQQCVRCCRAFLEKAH
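Test system – LMPTP-A enzyme · Amount – LMPTP-A at 0.625 nM final in the reaction · Buffer or medium – Bis-Tris pH 6.0, DTT, detergent · Reagent – OMFP 400 µM · Doses – single 20 µM dose · Schedule – reaction 50 min, room temperature, dark · Detection – fluorescence intensity of OMFP turnover product · Evaluation – percent inhibition versus substrate-only and uninhibited controls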
Neddylation inh: cullin neddylation inhibition | TR-FRET cullin neddylation, biochemical | calls only at 25 µM | 360,000 compounds, 0.58% hits; in the data active = inhibition above about 36%
Scp1 inh: blocks human Scp-1 phosphatase activity; Q9GZU7; Recombinant Scp1, phosphopeptide, malachite green phosphate absorbance; inhibition, % at 20 µM; 340,000 compounds, 0.88% hits; AID 493091;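 active = inhibition above about 50% at 20 µM, limit read from the data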;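 note: plate controls were DMSO wells with enzyme for no effect and wells lacking enzyme for full effect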
Target sequence (Q9GZU7 76-261 limits assumed): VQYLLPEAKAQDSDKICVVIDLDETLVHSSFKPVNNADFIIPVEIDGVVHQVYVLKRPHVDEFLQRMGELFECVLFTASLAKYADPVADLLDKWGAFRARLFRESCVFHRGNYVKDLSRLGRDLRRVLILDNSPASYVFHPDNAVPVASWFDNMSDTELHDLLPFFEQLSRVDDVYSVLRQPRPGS
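Test system: SCP-1 phosphatase catalytic domain, residues 76-261; measured by: colorimetric phosphate reagent with accelerator and stabiliser, absorbance at 630 nm; timing: enzyme reaction 45 min at room temperature, colour 5 min, stabilisation 30 min; also added: Phosphorylated 17-residue peptide substrate; compound dosing: one concentration, 20 µM, with 1.0% DMSO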
Tb MetRS inh: blocks T. brucei methionyl-tRNA synthetase activity. purified T. brucei MetRS, ATP depletion, Kinase-Glo luminescence. inhibition, % at 11.9 µM. 360,000 compounds, 0.4% hits. AID 624268;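 active = inhibition above a per-plate cutoff of the control wells' mean inhibition plus 3 SD, cut at about 5.5% in these data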;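 note: 0% = DMSO wells median and 100% = median of wells with control inhibitor compound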
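Material – parasite MetRS enzyme · Medium – HEPES-MgCl2-KCl buffer plus DTT, spermine, BSA, pyrophosphatase · Reagent – ATP, methionine and E. coli bulk tRNA substrates · Times – 15 min enzyme-compound preincubation, 2 h reaction, 10 min detection, 25 °C · Measured by – luminescence of leftover ATP · Evaluation – percent inhibition relative to median high and low control wells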
An asterisk follows results filed as active; i = inactive; . = not tested or not shown.

Below each SMILES – DNMT1 inh, STEP inh, SKN-1 block, SUMO1 PPI mod, CendR NRP1 mod, NadD inh, LMPTP block, Neddylation inh, Scp1 inh, Tb MetRS inh
COC(=O)c1ccc(OC(=O)CCN2C(=O)C3CCCCC3C2=O)cc1 (stereo unspecified)
    0, -3, 21, -4, -6, 2, 0.0, i, -2, -0.2
CCCCOC(=O)c1ccc(O)cc1
    4, 0, -7, 2, 5, 3, 0.4, i, -6, 0.5
CCCCn1c(SCC(=O)NC2CCS(=O)(=O)C2)nc2cc(S(N)(=O)=O)ccc21 (stereo unspecified)
    -4, 5, 12, 2, 20, 1, -0.1, i, -7, 0.0
CCc1nnc(N/N=C/c2cc(Br)c(O)cc2O)n1N
    -11, 0, -1, -6, 9, -2, -6.6, i, -9, 0.8
CC1CCCN(C(=O)COC(=O)Cc2c(F)cccc2Cl)C1 (stereo unspecified)
    1, 0, 15, 3, 4, -6, -1.0, i, 3, -0.5
N/C(Cc1nc2ccccc2s1)=N\O
    -3, -1, 2, -13, -34, -6, 1.9, i, -6, -0.7
CN(C)c1ccc(/C=C(\C#N)C(=O)OCC(=O)N(C)C2CCS(=O)(=O)C2)cc1 (stereo unspecified)
    4, 3, 28, -48, -88, -2, 4.4, i, -4, 0.0
CCOC(=O)Cc1cc(-c2ccccc2)nc2ccc3ccccc3c12
    -1, 1, 12, 1, 4, 10, 3.0, i, 0, 0.7
O=C(COC(=O)c1ccccc1)Nc1ccccc1Sc1ccccc1
    1, 2, 13, -5, -12, -7, 4.0, i, -12, -0.3
CCN(CC)c1ccc(S(=O)(=O)N2CCCCC2)cc1NC(=O)CSCc1c(C)noc1C
    -3, 0, -11, 0, 2, -1, 0.4, i, 0, 0.1
CCN1C(=O)[C@H]2[C@@H](c3ccc(-c4ccc(F)cc4)cc3)N[C@@](C)(C(=O)OC)[C@H]2C1=O
    -2, -1, 7, 2, 0, -5, -0.5, i, 0, -0.2
Cc1cccc(Nc2nc(N)nc(CCl)n2)c1
    3, -4, 6, -3, 2, -10, -2.5, i, -7, 0.0
CCOC(=O)/C=C(\C)Sc1cc(O)c2ccccc2c1O
    41, 26, 18, 21, 22, 16, 9.2, i, -7, 1.3
COC(=O)c1cnc(NNS(=O)(=O)c2ccc(C(F)(F)F)cc2)nc1C(F)(F)F
    -3, -1, -9, 4, -10, -3, 0.2, i, -15, 0.2
OC[C@@H]1CN(Cc2ccncc2)C[C@H](n2cnc3c(N4CCN(c5ccccc5)CC4)ncnc32)O1
    3, 2, -5, -10, -10, 5, 0.4, i, ., 0.2
COc1ccc(C(=O)NCC(=O)OCC(=O)c2ccc3c(c2)OCCO3)cc1
    -2, -5, -19, 0, 2, -2, -1.6, i, 0, -0.8
Fc1cccc(Nc2ncnc3sc4c(c23)CCC4)c1
    0, -2, 7, 5, 3, -2, -2.1, i, -4, -0.1
CC(C)Sc1nc2sc3c(c2c2nnc(SCC(=O)NCc4ccco4)n12)CCCC3
    65*, 3, 25, 18, -55, 38*, 8.3, i, 35, -1.1
CC(C)(O)c1cn(-c2nonc2N)nn1
    -4, -3, -33, -3, 0, 0, -1.9, i, -8, -1.0
Cc1ccc(Cn2nnc3c(=O)n(CC(=O)N4CCCc5ccccc54)cnc32)cc1
    -2, 2, -2, 6, 5, 9, -0.3, i, -5, 0.1
CCOc1cc(CNCc2cccs2)cc(Br)c1OC
    -2, -3, -12, -1, 17, 3, -0.5, i, 4, -0.4
CCOC(=O)/C(=C\Nc1ccc(OC(F)(F)F)cc1)Sc1ncc(C(F)(F)F)cc1Cl
    3, -7, -11, -1, -5, 7, -4.9, i, -6, -1.1
COc1cc2c(cc1OC)C(=O)Cc1ccc3c(c1CN(C)CC2)OCO3
    6, -3, 9, -1, -16, -4, -1.4, i, 4, -0.6
CCOc1ccc(CN2CCNC(=O)C2CC(=O)NCCc2cnccn2)cc1 (stereo unspecified)
    -3, -2, 11, -7, 6, 0, -0.6, i, -8, -0.2
CC(C)CCNC(=O)c1onc(CSc2ccccn2)c1C(=O)NCCC(C)C
    -1, 1, -4, -3, 3, 0, 3.3, i, -3, -0.3
COc1ccc(NS(=O)(=O)c2cc(NS(=O)(=O)c3cccs3)ccc2C)cc1
    0, -2, 11, 3, -1, -13, 1.6, i, -1, -0.5
Cn1cc(CN2CCC[C@H]2CO)c(-c2cccc(Cl)c2)n1
    2, 1, 2, -4, -24, -9, -0.4, i, 3, 0.9
CC1SC(C)C(=O)N(CC(=O)NCc2ccc(F)cc2)C1=O (stereo unspecified)
    0, 5, 5, 0, 3, 1, -2.9, i, -1, -0.4
O=C(NCc1ccccc1CN1CCCC1)C1CCN(C(=O)c2ccc(F)cc2)CC1
    -3, -2, 14, -15, 12, -2, 0.0, i, -4, -0.1
Cc1c(NC(C)c2cc(Cl)ccc2O)c(=O)n(-c2ccccc2)n1C (stereo unspecified)
    0, -2, 3, -2, 6, 3, -1.6, i, -7, -0.6
CCCCN1c2ccccc2N(CCCO)c2cc(C)nnc21
    0, -2, 0, -2, 6, 2, 2.4, i, 3, -0.3
COc1cccc(C2Nc3ccc4ccccc4c3C3=C2C(=O)CC(C)(C)C3)c1OCC(=O)O (stereo unspecified)
    1, -1, 35*, -11, 21, 10, 0.5, ., -4, 0.2
COC(=O)c1c(NS(=O)(=O)c2cccs2)sc2c1CCCC2
    -4, 3, -17, 1, -2, 10, 0.4, i, -10, -0.2
CCOC(=O)c1c(C)[nH]c(C)c1S(=O)(=O)NCC(=O)Nc1ccccn1
    0, 0, 4, 3, -1, 2, -1.1, i, -5, 0.0
CCOc1ccc(NC(=O)CN(C)C(=O)c2cc(S(=O)(=O)N3CCCCC3)ccc2C)cc1OCC
    2, -1, 9, 1, 2, -1, -1.0, i, -6, -0.3
COc1ccc(NC(=O)NC2(C(=O)N3CCCCCC3)CCCCC2)cc1
    14, -3, 4, 5, 2, -2, 0.0, i, 6, -0.9
C=CCN(c1ccccc1)S(=O)(=O)c1cccc(C(=O)NCc2ccncc2)c1
    1, 2, -2, -1, -7, 1, -0.8, i, -7, -0.4
Cc1onc(-c2c(Cl)cccc2Cl)c1C(=O)c1c[nH]c(C(=O)NCC2CCCO2)c1 (stereo unspecified)
    1, 0, -5, 0, -2, -4, 0.3, i, -7, -0.4
COc1ccc(-c2coc3c(C(=O)NCc4ccco4)cccc23)c(C)c1
    -10, -2, 0, 7, -11, 1, 5.7, i, ., 1.2
CC(C)C(=O)N1CCN(c2ccccc2N)CC1
    -2, -1, -4, 1, 17, -2, 0.0, i, -5, 0.8
CCN1C(=O)C(CC(=O)Nc2cccc(C(C)=O)c2)S/C1=N\c1ccccn1 (stereo unspecified)
    2, 0, -8, -1, 7, 2, -1.5, i, 0, -0.1
CC(C)c1ccccc1NC(=O)Nc1ccc2c(c1)OCO2
    1, 0, 21, 5, 8, -6, 0.1, i, -5, -0.5
O=C(NC1CCN(C(=O)N2CCOCC2)CC1)c1ccccc1
    3, 0, 10, -2, 20, -4, -1.0, i, -4, 0.1
COc1ccccc1N1CCSC1C(N)=O (stereo unspecified)
    0, 1, 10, 1, -4, 5, 0.3, i, -3, -0.7
Cc1ccc(S(=O)(=O)N(C)CC(=O)Nc2ncccc2C)cc1
    1, 0, -3, 3, 6, -2, 0.2, i, 13, -0.7
N#Cc1ccc(NC(=O)C2CC(c3ccc(F)cc3)=NO2)cc1 (stereo unspecified)
    11, -3, 15, -2, -2, -7, -0.3, i, -2, -0.1
N#Cc1ccc(OCc2cccc(S(=O)(=O)N3CCOCC3)c2)cc1
    -1, 2, 5, 7, 9, -7, -1.3, i, -9, -0.1
CCOC(=O)C1CCN(C(c2cc3ccc(C)c(C)c3[nH]c2=O)c2nnnn2C2CCCCC2)CC1 (stereo unspecified)
    -8, -1, 10, -6, -64, 7, 0.3, i, 2, -0.2
O=S1(=O)N[C@@H](Cc2ccccc2)COc2cccc(N3CCN(Cc4ccccc4F)CC3)c21
    ., ., 11, -3, 2, 1, 0.8, i, ., 0.3

Not a retest: six of the compounds above.
Below each SMILES – DNMT1 inh, STEP inh, SKN-1 block, SUMO1 PPI mod, CendR NRP1 mod, NadD inh, LMPTP block, Neddylation inh, Scp1 inh, Tb MetRS inh
COc1ccccc1N1CCSC1C(N)=O (stereo unspecified)
    0, 1, 10, 1, -4, 5, 0.3, i, -3, -0.7
Cc1ccc(S(=O)(=O)N(C)CC(=O)Nc2ncccc2C)cc1
    1, 0, -3, 3, 6, -2, 0.2, i, 13, -0.7
N#Cc1ccc(NC(=O)C2CC(c3ccc(F)cc3)=NO2)cc1 (stereo unspecified)
    11, -3, 15, -2, -2, -7, -0.3, i, -2, -0.1
N#Cc1ccc(OCc2cccc(S(=O)(=O)N3CCOCC3)c2)cc1
    -1, 2, 5, 7, 9, -7, -1.3, i, -9, -0.1
CCOC(=O)C1CCN(C(c2cc3ccc(C)c(C)c3[nH]c2=O)c2nnnn2C2CCCCC2)CC1 (stereo unspecified)
    -8, -1, 10, -6, -64, 7, 0.3, i, 2, -0.2
O=S1(=O)N[C@@H](Cc2ccccc2)COc2cccc(N3CCN(Cc4ccccc4F)CC3)c21
    ., ., 11, -3, 2, 1, 0.8, i, ., 0.3
